Screens (PubChem)
KDM5B inhibitor: KDM5B demethylase inhibition. Q9UGL1. Potency, µM (highest dose often 57.7 µM), without a hit: at the top dose activity change, negative = inhibition, actives largely listed as inhibitors. 2.6% of 220,000 active. KDM5B demethylase, FDH-coupled NADH fluorescence (FDH is formaldehyde dehydrogenase). AID 1347165; active = well fitted inhibition curve with a large enough effect; inconclusive = small, poorly fitted or top-dose-only effect; inactive = no such curve, though single readings can be large or run the other way; also: 0% is about no effect; nearly all actives have a fitted effect of over 70% in size
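Compound dilutions met 200 nM (final) KDM5BΔAP for 10 min at room temperature before substrate addition. The substrate mix held 12.5 µM H3K4me3 with cofactors 25 µM α-ketoglutarate and 50 µM Fe²⁺. NADH signal gain over 30 min defined activity.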
Numbers without * were called inactive; u = inconclusive; & = joins results of further samples; [ ] = dose if it differs, or a comment. Potency is read from the fitted curve at half-maximal effect. Only part of the results is shown (hit frequency here may not be typical).

| SMILES | KDM5B inhibitor |
| --- | --- |
| CCC(CC)NC(=O)C1Cn2cccc2C(=O)N1C (stereo not drawn) | -18% |
| O=C1CCN(Cc2ccccc2)CCOCCN1 | 4% |
| Cn1ccc2c(C(=O)N3CCC(C(N)=O)CC3)cccc21 | u |
| COC(=O)CSc1ccc2nnc(CCNS(=O)(=O)c3ccccc3)n2n1 | u |
| Cn1c(C(=O)NCc2ccccc2F)cc2cc(S(=O)(=O)N3CCCCC3)ccc21 | u |
| O=C1NC2(CN(Cc3cccc4ccccc34)C2)Oc2ccccc21 | -25%[86.2 µM] |
| Cc1cccn2c(=O)c(C=O)c(NCc3ccccc3)nc12 | u |
| COCCNC(=O)[C@H]1C[C@H](Oc2ccccc2)CN1C(=O)c1ccccc1 | -9% |
| CN(C)C[C@@H]1CN(S(C)(=O)=O)C[C@H]1NC(=O)CC1=CCCCC1 | -37% |
| CCCC(CCC)C(=O)NCc1nnnn1-c1ccc(OCC)cc1 | 6% |
| CCN(Cc1ccccc1)S(=O)(=O)c1ccc2[nH]c3c(c2c1)CCCCC3 | u |
| CCNC(=S)NNC(=O)CSc1nc2ccccc2n1C | 43%[activator] |
| COc1ccc(C(=O)NCc2nnc(SCC(=O)Nc3ccc(C)cc3)n2-c2ccccc2)cc1 | 0% |
| CNS(=O)(=O)c1cn(CC(=O)N(C)Cc2ccccc2)cc1S(=O)(=O)NC | 32%[activator] |
| O=C(c1cnccn1)N1CCC2(CC1)NCCc1c2[nH]c2ccccc12 | -4% |

| SMILES | KDM5B inhibitor |
| --- | --- |
| CCNC(=O)C(C)Sc1nc(NCC)c2ccccc2n1 (stereo not drawn) | -13% |
| O=C(O)C/C(=C/c1ccc(Br)s1)c1nc2ccccc2o1 | -13% |
| Cc1cccc(C(=O)NCCC2CCN(C(=O)Nc3ccc(F)cc3F)CC2)c1 | -12% |
| N#C/C(=C/c1cccc(C#N)c1)C(=O)c1c[nH]c2cc(F)ccc12 | u |
| O=C(COc1ccccc1)N1CCC2(CC1)CC(N(Cc1ccccc1)C1CC1)CCO2 (stereo not drawn) | 2% |
| C=CCN(C)C(=O)CC1COc2ccc(C(=O)N(C)C)cc2N1C (stereo not drawn) | 9% |
| CCC(C)NC(=O)c1ccc2c(c1)N(Cc1cccc(Cl)c1)C(=O)c1ccccc1S2=O (stereo not drawn) | -12% |
| O=C(NCc1ccc(Cl)cc1)c1cnc(N2CCCCC2)c2ccccc12 | u |
| O=C(Cc1ccccc1)NCCNC(=O)c1cc(=O)[nH]c2ccccc12 | 98%[activator] |
| COc1cc(NS(=O)(=O)c2cc(-c3n[nH]c(=O)c4c3CCCC4)ccc2C)cc(OC)c1 | 14% |
| FC(F)(F)c1cccc(NC(=S)NCCC(c2ccccc2)c2ccccc2)c1 | -8% |
| O=C(Cc1cccc(F)c1)Nc1c(NC2CCCCC2)c2ccccc2oc1=O | 12% |
| Cc1ccc(C(C)C)c(OCc2n[nH]c(=S)n2Cc2ccc(Cl)cc2)c1 | -9% |
| CC(C)NC(=O)N1CCN(c2cccc(C=O)c2)C(=O)C1 | 12%[149 µM] |
| c1ccc(CNCCCn2ccnc2)cc1 | 22% |

| SMILES | KDM5B inhibitor |
| --- | --- |
| CC(Sc1nnnn1C)C(=O)Nc1ncc(Cl)cc1Cl (stereo not drawn) | 14% |
| O=C(Cc1c[nH]c2ccccc12)N1CCC(c2noc(C3CC3)n2)C1 (stereo not drawn) | -6% |
| CC(C)(C)C1CCC2(CC1)NC(=O)N(CC(=O)Nc1ccc(F)cc1F)C2=O (stereo not drawn) | -7% |
| COc1ccc(/C=C/c2ccc3c(c2)C(=O)N2CC[C@H](NC(=O)CCC(=O)O)[C@H]2C(=O)N3)cc1 | 28µM* |
| C=CCN1CC(C(=O)N2CCn3cncc3C2)CCC1=O (stereo not drawn) | -21% |
| O=Cc1cccc(OC(=O)Nc2ccccc2)c1 | u |
| CCCS(=O)(=O)N1CCCC(c2nc(-c3ccccc3)no2)CCNC(=O)CC1 (stereo not drawn) | -18% |
| Cc1ccc(CNC(=O)N2CC[C@@H]3C(=O)NCCCCCCN(Cc4ccncc4)[C@@H]3C2)cc1 | u |
| CCc1nc2ccccc2c(NC(=O)CNC(C)(C)C)c1C | -27% |
| Cc1ccccc1CN1CCC2(CC1)Cc1ccccc1CNC2=O | 14%[149 µM] |
| Cc1oc(-c2nc(C#N)c(NCc3ccccc3)o2)cc1S(=O)(=O)N1CCCC1 | u |
| CC1Nc2ccc(C(=O)NC3CCCCC3)cc2NC1=O (stereo not drawn) | u |
| O=C(/C=C/c1ccco1)OC(C(=O)c1ccccc1)c1ccccc1 (stereo not drawn) | u |
| CCOC(=O)Oc1ccc2c(=O)c(Oc3ccccc3Cl)c(C(F)(F)F)oc2c1 | 10% |
| CCOC(=O)c1c(S(=O)(=O)N2CCCC(C(=O)Nc3ccc(OCC)cc3)C2)c(C)n(C)c1C (stereo not drawn) | -21% |

| SMILES | KDM5B inhibitor |
| --- | --- |
| CCN1CCC2(CCC1=O)CN(Cc1ccc(C(=O)O)cc1)CCN2C (stereo not drawn) | -7% |
| O=C(C1CC1)N1CCC(c2noc(-c3ccccc3)n2)C1 (stereo not drawn) | -8% |
| CC(C)OCCCNC(=O)C1Cn2cccc2C(=O)N1Cc1cccnc1 (stereo not drawn) | -5% |
| Cc1nnc([C@@H]2CC(F)(F)CN2C(=O)c2ccc3ncccc3c2)o1 | 6% |
| CCN(CC)CCN1C(=O)C2C(C(=O)Nc3cccc(SC)c3)C3C=CC2(O3)C1C(=O)NC1CCCC(C)C1C (stereo not drawn) | 0% |
| COc1ccc(Br)cc1CNC(=O)CCC(=O)N1CCSc2ccccc21 | -21% |
| Fc1ccccc1NC(=S)N(Cc1ccccc1)Cc1ccccc1 | -13% |
| CCCc1ncncc1C(=O)N1CCCC2(CC1)CNC(=O)O2 (stereo not drawn) | -4% |
| COc1cccc(N2CCN(S(=O)(=O)c3ccc(-c4ccno4)cc3OC)CC2)c1 | 14%&-13% |
| O=C(OCc1cccc(F)c1)c1ccc(Cl)c(S(=O)(=O)N2CCCC2)c1 | 5% |
| COC(=O)CNC(=O)N1CCc2c(nc3cc(-c4ccccc4Cl)[nH]n3c2=O)C1 | 22µM* |
| O=Cc1ccc(N2CCN(C(=O)Nc3ccccc3)CC2=O)cc1 | u |
| CC(C(=O)Nc1cccc(C#N)c1)n1nnc(-c2cccc(C(F)(F)F)c2)n1 (stereo not drawn) | -14% |
| Cn1c(COc2ccccc2)nnc1SCC(=O)NC1CCCC1 | 0% |
| CN(C)C[C@@H]1CN(C2CCOCC2)C[C@H]1NC(=O)c1ccoc1 | u |

| SMILES | KDM5B inhibitor |
| --- | --- |
| COc1ccc(NC(=O)c2cc3c(s2)-c2c(C)cccc2OC3)c(OC)c1 | u |
| Cc1ccccc1OCc1nc(C2CN(C(=O)Cc3c[nH]c4ccccc34)C2)no1 | -12% |
| COCCOCC(=O)N1CCCCCNC(=O)[C@@H]2CCC[C@@H]21 | 17% |
| Cc1ccn(CCC(=O)N2CCCC2C(=O)Nc2cccc(-n3cccn3)c2)n1 (stereo not drawn) | -15% |
| CC(=O)N1CCC2(CC1)OC(=O)C(C)=C2C(=O)NCCN1CCCCCC1 | -5% |
| CCCc1cc(=O)oc2c(C)c(OCC(=O)NCc3ccccn3)ccc12 | 35%[activator] |
| COc1ccc(-n2nc(C(=O)NCCc3ccc(OC)c(OC)c3)c3c4ccccc4n(C)c3c2=O)cc1Cl | 42% |
| CSCC[C@@H]1NC(=O)c2cc(NC(=O)c3ccc(-n4cnnn4)cc3)ccc2NC1=O | -4% |
| COC(=O)c1ccccc1NC(=O)O[C@@H]1CO[C@H]2[C@@H]1OC[C@@H]2Nc1nccc(-c2ccc3c(c2)OCO3)n1 | 28µM* |
| O=C(COc1ccc2c(=O)c(Oc3ccc(F)cc3)coc2c1)Nc1ccc(N2CCOCC2)cc1 | 3% |
| C=CCSc1nc(C)cc(C(=O)OCC)c1C#N | -1% |
| O=C(O)c1csc(Br)c1 | 9% |
| O=C(O)[C@@H]1CN(S(=O)(=O)C2CC2)C[C@H]1c1ccccn1 | -11% |
| Cc1ccc(-c2cc(C(=O)Nc3nn[nH]n3)c3ccccc3n2)cc1 | -7% |
| Cc1ccccc1NC(=O)c1cc(=O)c2ccc(C)c(C)c2o1 | 8% |

Next part (2 carried over from the part before).
| SMILES | KDM5B inhibitor |
| --- | --- |
| Cc1ccc(-c2cc(C(=O)Nc3nn[nH]n3)c3ccccc3n2)cc1 | -7% |
| Cc1ccccc1NC(=O)c1cc(=O)c2ccc(C)c(C)c2o1 | 8% |
| C=CCNc1ncnc2sc(SC)nc12 | 15% |
| CC1(C)C(c2ccc(Cl)cc2)=[N+]([O-])C(C)(C)N1O | 8% |
| Nc1nc(N)c(S(=O)(=O)c2ccccc2)c(Nc2ccc(Br)cc2)n1 | -42% |
| COCC(=O)NC[C@@H]1C=C(C)[C@H](CC(=O)N2CCN(c3ccccn3)CC2)C[C@H]1C(C)C | 32µM* |
| NC(N)=Nc1ccc(F)cc1 | 12% |
| CN=C(NC)NCc1cccc(Br)c1 | 4% |
| COc1cccc(C(=O)Oc2ccc(-c3ccc(C)cc3)cc2)c1 | 10% |
| CC1=C[C@@H](CNC(=O)CCCC(=O)O)[C@H](C(C)C)C[C@H]1Cc1nc2ccncc2[nH]1 | -18%[86.2 µM] |
| CC1(C)Cc2ccccc2-c2nnc(-c3ccc(Br)o3)n21 | 18% |
| CCCn1c2ccccc2c2cnn(CC(=O)Nc3cccc(C(=O)OCC)c3)c(=O)c21 | -9% |
| Cn1c2ccccc2n2c(=O)cc(-c3ccccc3)c(C#N)c12 | u |
| CC(C)CN1C(=O)COC[C@@H]1[C@H](O)c1ccc(NC(=O)c2ccc(F)cc2)cc1 | 10%[86.2 µM] |
| COc1cccc(C(=O)N2CCC(C3CCN(S(C)(=O)=O)CC3)C2)c1 (stereo not drawn) | -15% |
| COC(=O)c1cc(-c2ccc(Cl)cc2)c2c(=O)[nH]c(=O)n(C)c2n1 | -15% |
| CCN(CC)c1ccc(-n2nc3cc(C)c(NC(=O)c4ccccc4C)cc3n2)c(C)c1 | u |

In the list so far, three have a CF3 group.
| SMILES | KDM5B inhibitor |
| --- | --- |
| FC(F)(F)c1cccc(NC(=S)NCCC(c2ccccc2)c2ccccc2)c1 | -8% |
| CCOC(=O)Oc1ccc2c(=O)c(Oc3ccccc3Cl)c(C(F)(F)F)oc2c1 | 10% |
| CC(C(=O)Nc1cccc(C#N)c1)n1nnc(-c2cccc(C(F)(F)F)c2)n1 (stereo not drawn) | -14% |

Remaining list, next part.
| SMILES | KDM5B inhibitor |
| --- | --- |
| Cc1cc(C)cc(C(=O)C(C#N)C(=O)c2cccs2)c1 (stereo not drawn) | -3% |
| C/C(=C/C(=O)NCC1CN(C)CCO1)C12CC3CC(CC(C3)C1)C2 (stereo not drawn) | -14% |
| Clc1ccc(-c2cnc3n[nH]c(-c4ccccc4)c3n2)cc1 | u |
| CCc1cc(=O)oc2cc(OCC(=O)N3CCCc4ccccc43)ccc12 | 7% |
| Cc1ccc(S(=O)(=O)N(C)C)cc1NC(=O)CN1C(=O)NC2(CCCCCC2)C1=O | -6% |
| O=C(Oc1ccccc1)c1cnc2ccccc2n1 | u |
| CC(C)c1nnc2ccc(N3CCCC3)nn12 | 22% |
| COc1ccc(S(=O)(=O)N2[C@@H]3CC[C@H]2CC(NC(=O)c2ccncc2)C3)cc1OC (stereo partly drawn) | 13% |
| COc1cccc(CN2C[C@@H](F)[C@@H](OCc3nc4ccccc4o3)C2)c1 | 4%[86.2 µM] |
| CC(COc1cccc(C(F)(F)F)c1)CN1CCC(C(O)(c2ccccc2)c2ccccc2)CC1 (stereo not drawn) | -5% |
| CCOC(=O)C1=CN(CC(=O)Nc2ccc(F)cc2C)S(=O)(=O)N=C1C | -22% |
| Cc1nn(-c2ccccc2)c(C)c1CC(=O)NC1CCCc2c1[nH]c1ccccc21 (stereo not drawn) | u |
| CCn1ccnc1C1CCN(C(=O)CC2COCCN2)CC1 (stereo not drawn) | -25% |
| Cc1cc(-c2ccc(C)c(S(=O)(=O)N3CCCC(C)C3)c2)on1 (stereo not drawn) | -25% |
| COc1ccc(C(=O)N2CCC3(CC2)N=C(c2ccc(Br)cc2)NO3)cc1OC | -5% |

| SMILES | KDM5B inhibitor |
| --- | --- |
| Cc1nonc1OCCNC1CCC2(CCNCC2)CC1 | -26% |
| COc1cc(NC(=O)CCc2nnc3c(=O)n(-c4ccc(C)c(C)c4)ccn23)cc(OC)c1OC | 8% |
| O=C(Nc1cc(NC(=O)c2ccccc2Cl)ccc1Cl)c1ccccc1 | -14% |
| CC(=O)c1c(C)[nH]c(-c2csc(CC(=O)Nc3ccccc3C)n2)c1C | 3% |
| CC(C)NC(=O)c1cc2n(n1)CC(c1ccc3c(c1)OCO3)OC2 (stereo not drawn) | u |
| O=C(c1cc2c(s1)CCC2)N1CCN(c2ncccn2)CC1 | 2% |
| CCc1ccc(-n2c(=O)c3c(C)c(C(=O)N(C)C)sc3n(CC(=O)Nc3cc(Cl)ccc3C)c2=O)cc1 | 24% |
| O=C(NCCc1cccnc1)C1CC2CCC1C2 (stereo not drawn) | 9% |
| CNC(=O)COc1ncnc2c(Cl)cc(Cl)cc12 | 12% |
| Cc1ccc(Cl)cc1N1CCN(C(=O)c2ccc(CS(=O)c3ccccc3)o2)CC1 (stereo not drawn) | 1% |
| COc1cc(CN2CCc3nc(N4CCN(C)CC4)[nH]c(=O)c3CC2)cc(OC)c1OC | 2% |
| CCn1cc(C(=O)NCCc2ccc(C)cc2)c(=O)c2cc(S(=O)(=O)N3CCCCC3)ccc21 | 11% |
| COc1cccc(CN(C)Cc2ccc(C)o2)c1O | u |
| COCCOCc1nc(C2CCCN2C(=O)Nc2ccccc2F)no1 (stereo not drawn) | 19% |
| CCOc1cccc(CNC(=O)c2ccc(N3CCCC3)c(NC(=O)Nc3ccccc3CC)c2)c1 | -21% |
| Cc1ccc(Nc2ncncc2-c2nc(-c3ccccc3)no2)c(F)c1 | -11% |
